Screening data deposited in PubChem by National Center for Advancing Translational Sciences (NCATS).
TR SRC2 fluor cs – alters Texas Red total fluorescence, flagging assay interference; TRb/SRC2 Texas Red total fluorescence interference; Potency, µM (doses to about 106 µM), for the others: top-dose fluorescence change, negative = quenching; 280,000 compounds, 0.29% hits; AID 1479; active = well fitted curve in either direction with a large enough effect; inconclusive = small, poorly fitted or top-dose-only effect
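Human TRβ ligand-binding domain (0.6 uM) and Texas Red SRC2 peptide (20 nM) in Tris buffer with 1 uM T3 and 5% DMSO were incubated with pinned compound for 5 hr at ambient temperature. Total fluorescence was computed as S + 2P (555/632 nm).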
Tau fibril FP – blocks human tau fibril formation measured by polarization. 280,000 compounds, 0.39% hits. AID 1468. K18 P301L tau heparin fibrillization, Alexa594 FP, 6 h. Potency, µM (doses to about 57.7 µM), inactives show at the highest dose activity, negative = inhibition, most hits filed as inhibitors. P10636; also: nearly all actives have a fitted effect of over 55% in size
Target sequence (P10636 561-689 P618L limits assumed): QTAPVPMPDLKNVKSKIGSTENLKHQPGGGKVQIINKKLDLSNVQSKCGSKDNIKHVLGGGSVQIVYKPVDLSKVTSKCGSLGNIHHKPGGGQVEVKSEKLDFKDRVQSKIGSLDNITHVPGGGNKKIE
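Quantitative HTS format: compounds meet 15 uM recombinant K18 P301L tau and Alexa 594-tau tracer in 100 mM sodium acetate pH 7; 20 uM heparin triggers fibrillization at 37 C over 6 hr; FP gives the signal.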
TRb-SRC2 inh – disrupts binding of human TR beta to SRC2; P10828; TRbeta-SRC2 peptide binding, fluorescence polarization; receptor liganded with 1 µM T3; Potency, µM (series often up to 106 µM), for inactives: top-dose activity change, negative = inhibition, hits mostly inhibitors; 280,000 compounds, 0.065% hits; AID 1469;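 also: plate controls were bound peptide for no effect and peptide without receptor for full effect; nearly all actives have a fitted effect of over 50% in size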
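Human TRb LBD (0.6 uM) plus Texas Red-labeled SRC2 peptide (20 nM), 1uM T3, 5% DMSO, 5 hr at ambient temperature. Decreased polarization (555/632 nm) flags inhibition; data normalized to free and bound peptide controls.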
RGS12 GoLoco inh – inhibitors of human Gai1-RGS12 GoLoco interaction (red fluorophore); 230,000 compounds, 0.44% hits; Potency, µM (top dose mostly 61.6 µM), inactives show top-dose activity, negative = inhibition, actives largely listed as inhibitors; P63096; Gai1:RGS12 GoLoco peptide FP, rhodamine, 10 min; active = well fitted inhibition curve with a large enough effect, not every such curve was filed as active; inactive = no such curve, though single readings can be large or run the other way; also: nearly all actives have a fitted effect of over 30% in size; many of its hits are not listed in these tables
L3MBTL1 inh – blocks human L3MBTL1. AID 485360. 230,000 compounds, 0.66% hits. AlphaScreen L3MBTL1–H3K9me1 peptide binding. Potency, µM (doses to about 57.1 µM), for inactives: at the highest dose activity, negative = inhibition, most hits filed as inhibitors; also: nearly all actives have a fitted effect of over 60% in size
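AlphaScreen assay: L3MBTL1 (50 nM final) was preincubated 30 min at room temperature with biotinylated H3(1-15)K9me1 peptide (75 nM final), then 30 min with library compounds; streptavidin donor and nickel chelate acceptor beads (10 ug/mL final) added, 30 min dark.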
RECQ1 inh – inhibitors of human RECQ1 DNA helicase; P46063; RECQ1 DNA unwinding, red fluorescence kinetic read; Potency, µM (titrated, usually from 57.3 µM), for the others: at the highest dose activity, negative = inhibition, hits mostly inhibitors; 240,000 compounds, 0.54% hits; AID 2549;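 also: plate controls were vehicle for no effect and no enzyme for full effect; nearly all actives have a fitted effect of over 30% in size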
Target sequence (P46063 whole entry, looked up): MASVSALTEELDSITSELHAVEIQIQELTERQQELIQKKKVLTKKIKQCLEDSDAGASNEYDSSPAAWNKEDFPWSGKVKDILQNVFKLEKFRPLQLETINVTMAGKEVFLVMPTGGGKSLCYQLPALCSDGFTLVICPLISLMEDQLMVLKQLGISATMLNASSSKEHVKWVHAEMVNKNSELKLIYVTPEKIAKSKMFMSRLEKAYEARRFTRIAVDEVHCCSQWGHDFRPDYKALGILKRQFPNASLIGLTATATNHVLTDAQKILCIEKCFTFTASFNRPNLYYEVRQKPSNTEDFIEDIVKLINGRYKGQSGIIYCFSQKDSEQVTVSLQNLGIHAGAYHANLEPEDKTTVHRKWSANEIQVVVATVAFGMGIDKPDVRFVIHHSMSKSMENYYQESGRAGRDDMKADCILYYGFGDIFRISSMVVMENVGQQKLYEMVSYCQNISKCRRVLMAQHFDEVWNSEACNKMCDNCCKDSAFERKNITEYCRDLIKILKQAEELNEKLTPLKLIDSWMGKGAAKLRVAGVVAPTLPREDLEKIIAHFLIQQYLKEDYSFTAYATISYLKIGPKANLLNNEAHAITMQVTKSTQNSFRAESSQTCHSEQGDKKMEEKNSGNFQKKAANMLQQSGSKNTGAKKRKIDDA
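50 nM RECQ1T1 preincubated 15 min with compound in Tris pH 8.0 buffer with MgCl2, DTT, Tween-20 and 2.5 ug/ml poly(dI-dC); started with 200 nM TAMRA/BHQ-2 forked duplex and 2 mM ATP. Unwinding read as fluorescence (525/598 nm), two reads 2 h apart.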
KDM4E inh – blocks human JMJD2E demethylase activity. JMJD2E catalytic domain, FDH-coupled NADH fluorescence (FDH is formaldehyde dehydrogenase). Potency, µM (doses to about 57.1 µM), for the others: top-dose activity change, negative = inhibition, hits mostly inhibitors. 230,000 compounds, 1.6% hits. AID 2147; active = well fitted inhibition curve with a large enough effect, not every such curve was filed as active; inconclusive = small, poorly fitted or top-dose-only effect, or another doubt; inactive = no such curve, though single readings can be large or run the other way;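 also: 0% = wells with enzyme and -100% = buffer wells without enzyme; nearly all actives have a fitted effect of over 50% in size; many of its hits are not listed in these tables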
Tau fibril ThT – tau fibrillization inhibition (ThT binding) | Potency, µM (doses to about 57.4 µM), inactives show top-dose activity, negative = inhibition, actives largely listed as inhibitors | recombinant tau K18 P301L (four-repeat tau fragment), heparin-induced fibrillization, ThT fluorescence | 270,000 compounds, 2.1% hits | AID 1460; also: nearly all actives have a fitted effect of over 55% in size
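In this qHTS, human K18 P301L tau is incubated with compound and heparin for 6 hr at 37 C, and Thioflavin T fluorescence then reports fibril load.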
* hit, by the source's call; [ ] = another dose, or the depositor's remark. Unless noted, calls follow the shape of the dose curve; as a rule, active = well fitted curve in the direction sought with a large enough effect; inconclusive = small, poorly fitted or top-dose-only effect, or another doubt; inactive = no such curve, though single readings can be large; an effect the other way counts as inactive or inconclusive. Unless noted, % is scaled to controls: 0 for no effect and ±100 for the full control effect; potency is read from the fitted curve at half-maximal effect.

CCn1c(C)c(C(C)=O)c(N2CCN(c3ccc(F)cc3)CC2)nc1=S was read as TR SRC2 fluor cs 1.1%, Tau fibril FP -3.2%, TRb-SRC2 inh -0.8%, RGS12 GoLoco inh 13.0%, RECQ1 inh inactive, KDM4E inh 0.0% and Tau fibril ThT -18.1%.
For CCOC(=O)C(=NC(C)CC)NNc1ccc(Br)cc1 (stereo unspecified) the results were TR SRC2 fluor cs -1.2%, Tau fibril FP 6.6%, TRb-SRC2 inh -0.3%, RGS12 GoLoco inh 5.4%, L3MBTL1 inh -6.6%, RECQ1 inh -4.7%, KDM4E inh inconclusive and Tau fibril ThT -15.8%.
CC(C)(C)NC(=O)c1cc(Cl)ccc1[N+](=O)[O-] was read as TR SRC2 fluor cs 1.1%, Tau fibril FP 8.5%, TRb-SRC2 inh -7.7%, RGS12 GoLoco inh 11.8%, L3MBTL1 inh 11.2%, RECQ1 inh -2.8%, KDM4E inh 20.9% and Tau fibril ThT -3.9%.
C=CCn1c(O)c(N=NC(=S)Nc2ccc(OC)cc2)c2ccccc21 was read as TR SRC2 fluor cs 0.8%, Tau fibril FP 5.3%, TRb-SRC2 inh -2.4%, RGS12 GoLoco inh -2.7%, L3MBTL1 inh inconclusive, RECQ1 inh -18.3%, KDM4E inh 13.5% and Tau fibril ThT inconclusive.
Screening OC(CN1CCOCC1)Cn1c(-c2cccc(Cl)c2)nc2ccccc21 (stereo unspecified) returned TR SRC2 fluor cs -3.5%, Tau fibril FP 6.8%, TRb-SRC2 inh 0.1%, RGS12 GoLoco inh 12.2%, RECQ1 inh -10.6%, KDM4E inh inconclusive and Tau fibril ThT 6.9%.
O=C(O)CCN(Cc1ccccc1)S(=O)(=O)c1ccccc1Cl was read as TR SRC2 fluor cs -2.9%, Tau fibril FP 10.4%, TRb-SRC2 inh -1.5%, RGS12 GoLoco inh 3.8%, L3MBTL1 inh -13.2%, RECQ1 inh 9.0%, KDM4E inh -22.8% and Tau fibril ThT 3.8%.
`CCNC(=O)/C=C/c1ccccc1[N+](=O)[O-]` gave TR SRC2 fluor cs -0.8%, Tau fibril FP 0.5%, TRb-SRC2 inh 2.5%, RGS12 GoLoco inh 2.1%, L3MBTL1 inh 13.7%, RECQ1 inh inactive, KDM4E inh -10.2% and Tau fibril ThT 1.7%.
C=CCn1c(=O)c2c(C)c(C)sc2n2c(Nc3ccccc3)nnc12 was read as TR SRC2 fluor cs -3.3%, Tau fibril FP -10.2%, TRb-SRC2 inh -3.0%, RGS12 GoLoco inh -2.7%, L3MBTL1 inh -3.6%, RECQ1 inh 10.8%, KDM4E inh -2.1% and Tau fibril ThT -5.2%.
Cc1cccc(CSc2nnc([C@@H]3CCCN3C(=O)OC(C)(C)C)o2)c1 was read as TR SRC2 fluor cs -1.4%, Tau fibril FP -0.3%, TRb-SRC2 inh -1.5%, RGS12 GoLoco inh 12.7%, L3MBTL1 inh 2.2%, RECQ1 inh -3.6%, KDM4E inh 5.2% and Tau fibril ThT inconclusive.
`Cc1ccc2nc(SCC3CCCCO3)[nH]c2c1` (stereo unspecified) gave TR SRC2 fluor cs 0.8%, Tau fibril FP 3.6%, TRb-SRC2 inh -0.2%, RGS12 GoLoco inh 3.6%, RECQ1 inh -7.5% and KDM4E inh -1.9%.
CCc1nn(CC(=O)NC(C)CC)c(=O)c2cc3occc3n12 (stereo unspecified) was read as TR SRC2 fluor cs -2.8%, Tau fibril FP 0.5%, TRb-SRC2 inh -3.8% and Tau fibril ThT 13.7%.
For Oc1c(Br)cc(Br)cc1C=NCc1ccccc1 the results were TR SRC2 fluor cs -1.5%, Tau fibril FP -7.9%, TRb-SRC2 inh -1.7%, RGS12 GoLoco inh 7.5%, RECQ1 inh -4.3%, KDM4E inh -12.6% and Tau fibril ThT inconclusive.
`COc1ccc(C2(O)CN(c3ccccc3)C3=[N+]2CCS3)cc1OC` (stereo unspecified) gave TR SRC2 fluor cs -4.0%, Tau fibril FP -2.8%, TRb-SRC2 inh -1.2%, RGS12 GoLoco inh 11.2%, L3MBTL1 inh -27.7%, RECQ1 inh -20.3%, KDM4E inh inconclusive and Tau fibril ThT -13.9%.
Cc1ccc(Cn2c(CCNC(=O)c3cccc(C)c3)nc3ccccc32)cc1 was read as TR SRC2 fluor cs -2.3%, Tau fibril FP -2.0%, TRb-SRC2 inh -0.2% and Tau fibril ThT inconclusive.
`O=C(COC(=O)c1cc(F)c(F)cc1Cl)NC1CC1` gave TR SRC2 fluor cs -0.4%, Tau fibril FP -2.5%, TRb-SRC2 inh 4.3%, RGS12 GoLoco inh 8.3%, L3MBTL1 inh -2.7%, RECQ1 inh inactive, KDM4E inh 0.6% and Tau fibril ThT 1.2%.
`CCN1CCN(CNC(=O)c2cnccn2)CC1` gave TR SRC2 fluor cs -5.0%, Tau fibril FP -0.5%, TRb-SRC2 inh -3.2%, RGS12 GoLoco inh 3.5%, RECQ1 inh -6.1%, KDM4E inh 5.5% and Tau fibril ThT -5.5%.
For Cc1ccsc1/C=C1/C(=O)NN(c2ccccc2)C1=O the results were TR SRC2 fluor cs -4.1%, Tau fibril FP 7.8%, TRb-SRC2 inh -0.1%, RGS12 GoLoco inh -3.7%, RECQ1 inh 6.3%, KDM4E inh -0.4% and Tau fibril ThT inconclusive.
`Cc1noc(C)c1COC(=O)Cc1ccc(Cl)cc1` gave TR SRC2 fluor cs 1.6%, Tau fibril FP 0.8%, TRb-SRC2 inh -1.2%, RGS12 GoLoco inh -7.9%, L3MBTL1 inh 6.9%, RECQ1 inh 0.7%, KDM4E inh 6.9% and Tau fibril ThT -8.8%.
For CCc1nc2oc3ccccc3c(=O)c2c(=O)n1CCOC the results were TR SRC2 fluor cs 1.3%, Tau fibril FP -4.4%, TRb-SRC2 inh 0.1%, RGS12 GoLoco inh 12.2%, L3MBTL1 inh -1.3%, RECQ1 inh -8.3%, KDM4E inh -0.7% and Tau fibril ThT -7.2%.
`CCCCc1nc(SCc2ccc([N+](=O)[O-])cc2)n[nH]1` gave TR SRC2 fluor cs -0.7%, Tau fibril FP -6.7%, TRb-SRC2 inh -1.9%, RGS12 GoLoco inh -7.9%, L3MBTL1 inh 2.3%, RECQ1 inh inactive, KDM4E inh 3.5% and Tau fibril ThT -9.4%.
For O=C(Oc1nsnc1N1CCOCC1)N(c1ccccc1)c1ccccc1 the results were TR SRC2 fluor cs -0.6%, Tau fibril FP -1.2%, TRb-SRC2 inh 12.2%, RGS12 GoLoco inh -1.4%, L3MBTL1 inh -6.6%, RECQ1 inh -16.3%, KDM4E inh -1.7% and Tau fibril ThT -17.6%.
For O=c1[nH]ncc(NCCc2ccccc2)c1Cl the results were TR SRC2 fluor cs 1.4%, Tau fibril FP 0.9%, TRb-SRC2 inh -2.5%, RGS12 GoLoco inh -13.6%, L3MBTL1 inh 5.4%, RECQ1 inh -3.2%, KDM4E inh -0.8% and Tau fibril ThT -8.7%.
Screening CN1C(=O)c2[nH]nc(-c3ccc(F)cc3)c2C1c1cccc(O)c1 (stereo unspecified) returned TR SRC2 fluor cs -2.9%, Tau fibril FP -10.6%, TRb-SRC2 inh -2.6% and Tau fibril ThT -3.0%.
Screening CCCCSc1nc2ccc(Nc3nc(N4CCOCC4)nc(N4CCOCC4)n3)cc2s1 returned TR SRC2 fluor cs 0.5%, Tau fibril FP 7.3%, TRb-SRC2 inh 0.5%, RGS12 GoLoco inh 6.1%, L3MBTL1 inh -1.8%, RECQ1 inh -11.3%, KDM4E inh inconclusive and Tau fibril ThT -5.0%.
`CCOC(=O)c1ccc(NC(=O)CSc2nnc(-c3ccncc3)n2C)cc1` gave TR SRC2 fluor cs -8.1%, Tau fibril FP -5.5%, TRb-SRC2 inh 1.9%, RGS12 GoLoco inh 6.2%, L3MBTL1 inh 4.8%, RECQ1 inh -3.3%, KDM4E inh 2.1% and Tau fibril ThT -19.0%.
`O=C(NCc1ccco1)C1CCN(C(=O)c2cc3sccc3n2Cc2ccc(F)cc2)CC1` gave TR SRC2 fluor cs -1.5%, Tau fibril FP 3.8%, TRb-SRC2 inh 5.2%, RGS12 GoLoco inh 84.6%[activator], L3MBTL1 inh inconclusive, RECQ1 inh 8.2%, KDM4E inh 4.2% and Tau fibril ThT inconclusive.
`Cc1nn(S(=O)(=O)N(C)C)c(C)c1CN1C(=O)c2ccccc2C1=O` gave TR SRC2 fluor cs -1.3%, Tau fibril FP 5.7%, TRb-SRC2 inh -19.1%, RGS12 GoLoco inh 4.8%, L3MBTL1 inh 2.6%, RECQ1 inh inactive, KDM4E inh 0.8% and Tau fibril ThT 2.9%.
Screening CCc1n(CC(O)COCc2ccccc2)c2ccccc2[n+]1C (stereo unspecified) returned TR SRC2 fluor cs -0.3%, Tau fibril FP 0.5%, TRb-SRC2 inh 6.8%, RGS12 GoLoco inh 3.16µM*, RECQ1 inh -11.2%, KDM4E inh -9.0% and Tau fibril ThT -1.7%.
For CCC(C)n1c(SCC(=O)NC(=O)Nc2ccc3c(c2)OCCO3)nc2ccccc2c1=O (stereo unspecified) the results were TR SRC2 fluor cs 3.4%, Tau fibril FP -2.4%, TRb-SRC2 inh 6.5%, RGS12 GoLoco inh 3.7%, L3MBTL1 inh -11.6%, RECQ1 inh inactive, KDM4E inh 4.7% and Tau fibril ThT -12.7%.

Molecules above with a tert-butyl group, in the order listed:
CC(C)(C)NC(=O)c1cc(Cl)ccc1[N+](=O)[O-] was read as TR SRC2 fluor cs 1.1%, Tau fibril FP 8.5%, TRb-SRC2 inh -7.7%, RGS12 GoLoco inh 11.8%, L3MBTL1 inh 11.2%, RECQ1 inh -2.8%, KDM4E inh 20.9% and Tau fibril ThT -3.9%.
Cc1cccc(CSc2nnc([C@@H]3CCCN3C(=O)OC(C)(C)C)o2)c1 was read as TR SRC2 fluor cs -1.4%, Tau fibril FP -0.3%, TRb-SRC2 inh -1.5%, RGS12 GoLoco inh 12.7%, L3MBTL1 inh 2.2%, RECQ1 inh -3.6%, KDM4E inh 5.2% and Tau fibril ThT inconclusive.

This is a subset; count on the stated rates, not on these rows.
